Screens deposited in PubChem by Broad Institute.
RAD52 inh: inhibitors of human RAD52 DNA annealing; P43351; recombinant RAD52 DNA annealing, FRET fluorescence; inhibition, % at 18.7 µM; hit rate 0.46% among 360,000; AID 651710;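 active means every replicate showing at least 50% inhibition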
Target sequence (P43351 whole entry, looked up): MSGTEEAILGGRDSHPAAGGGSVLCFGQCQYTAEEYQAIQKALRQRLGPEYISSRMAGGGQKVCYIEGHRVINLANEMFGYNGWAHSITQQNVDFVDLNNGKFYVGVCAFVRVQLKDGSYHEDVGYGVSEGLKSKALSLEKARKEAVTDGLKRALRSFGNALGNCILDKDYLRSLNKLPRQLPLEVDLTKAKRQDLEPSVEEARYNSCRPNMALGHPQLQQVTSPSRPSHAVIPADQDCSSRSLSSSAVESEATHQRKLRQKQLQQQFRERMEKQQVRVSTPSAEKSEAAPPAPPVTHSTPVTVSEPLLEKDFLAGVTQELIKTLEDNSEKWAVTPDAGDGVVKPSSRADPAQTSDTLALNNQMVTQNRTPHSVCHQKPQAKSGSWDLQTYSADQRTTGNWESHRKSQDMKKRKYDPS
E-sel inducer: E-selectin induction on HUVECs. P16581. HUVEC E-selectin immunofluorescence imaging; normalized: neutral wells 0, TNF-alpha wells 100. activation, % at 7.58 µM. hit rate 0.37% among 260,000. AID 686992;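 active means mean E-selectin-positive cell signal at least 10% of the positive control, reached in at least 60% of replicates, without over 20% cell loss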;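 further: in these data hits start at about 27%; measured in HUVEC primary endothelial cells; signal is the percent of cells scored E-selectin positive by PE staining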
Target sequence (P16581 whole entry, looked up): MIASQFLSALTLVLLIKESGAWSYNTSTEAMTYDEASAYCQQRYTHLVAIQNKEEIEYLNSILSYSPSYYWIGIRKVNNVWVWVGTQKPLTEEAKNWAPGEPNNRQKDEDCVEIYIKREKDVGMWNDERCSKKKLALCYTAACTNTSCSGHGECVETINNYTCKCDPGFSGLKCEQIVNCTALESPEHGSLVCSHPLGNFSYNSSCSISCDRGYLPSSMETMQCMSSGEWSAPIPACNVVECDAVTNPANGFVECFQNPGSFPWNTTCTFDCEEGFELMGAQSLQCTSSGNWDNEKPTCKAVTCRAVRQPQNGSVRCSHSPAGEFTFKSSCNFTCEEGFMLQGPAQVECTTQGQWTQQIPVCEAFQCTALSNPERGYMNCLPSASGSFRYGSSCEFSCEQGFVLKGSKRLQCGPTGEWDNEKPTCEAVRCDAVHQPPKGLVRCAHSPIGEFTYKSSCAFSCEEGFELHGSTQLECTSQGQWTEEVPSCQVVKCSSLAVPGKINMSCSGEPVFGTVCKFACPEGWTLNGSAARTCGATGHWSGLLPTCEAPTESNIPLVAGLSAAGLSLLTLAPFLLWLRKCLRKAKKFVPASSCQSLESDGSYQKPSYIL
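Assay system: HUVEC, human umbilical vein endothelial cells / Amount: 3,000 HUVEC/well / Controls: TNF-alpha positive control, DMSO neutral control / Compound dosing: single concentration / Medium: EGM-2 over gelatin coat / Evaluation: percent E-selectin-positive cells / Signal: immunofluorescence imaging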
esBAF inh: SWI/SNF esBAF complex inhibition. reporter increase, % at 12.5 µM. AID 602393. hit rate 2% among 350,000. mouse ES cells, Bmi1-luciferase knock-in reporter, 24 h; 100% = twice the neutral-well signal; in the data active means activation above about 40%;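 further: 0% = median of the plate's neutral control wells and 100% = double that signal; a rise in the Bmi1 reporter signal indicates esBAF inhibition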
FN deposition inh: fibronectin deposition inhibition. AH1F fibroblasts, Alexa488-fibronectin deposition fluorescence, overnight. hit rate 0.086% among 350,000. inhibition, % at 12.6 µM;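 active means mean inhibition across replicates of 30% or more, regardless of how many single replicates reach that level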;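 further: positive control wells lacked labelled fibronectin entirely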
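Schedule: 1 h cell adhesion before compound, then overnight fibronectin incubation; test system: AH1F fibroblast monolayer depositing Alexa488-labelled fibronectin into matrix; quantity: 10000 AH1F cells per well; probe or stimulus: fluorescent fibronectin at 24 nM final; signal: fluorescence, ex 485 nm, em 525 nm; evaluation: percent inhibition as loss of matrix-bound fibronectin fluorescence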
EWS-Fli block: EWS/Fli transcriptional activity inhibition | inhibition, % at 12.6 µM | AID 651661 | hit rate 0.67% among 350,000 | A673 NR0B1-luciferase reporter, viability-normalised;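 active means mean inhibition of at least 50% after viability correction, with every replicate also passing that limit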;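 further: firefly luciferase signal divided by Alamar Blue viability fluorescence both relative to DMSO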
S100A4 MyoIIA: S100A4-myosin IIA interaction inhibition. S100A4/TAMRA-MyoIIA peptide fluorescence polarization. inhibition, % at 10.7 µM. hit rate 0.14% among 360,000. P26447;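 active means mean inhibition of at least 70% across replicates, with every replicate also reaching that level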
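assay system = human S100A4 monomer with TAMRA-labelled myosin IIA peptide | also added = labelled myosin peptide probe, 5 nM | incubation = 5 min between mix addition and reading | control set = DMSO and TFP controls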
Xi reactivation: X-chromosome reactivation activator; hit rate 0.055% among 360,000; activation, % at 7.58 µM; XiGFP mouse fibroblasts, % GFP-positive cells imaging, 3 d; cells co-treated with 5-aza-dC sensitizer; scaled so ellipticine positive control = 100%;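 active means mean normalized replicate activation at least 10% and every replicate at or above 10%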;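 further: 0% = median of on-plate neutral control wells and 100% = ellipticine 6 µM median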
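Material: XiGFP fibroblasts, SV40-immortalized. Buffer or medium: DMEM plus 5-aza-dC sensitizer. Compound: single concentration per compound, delivered by pin transfer. Times: 3 days compound exposure. Controls: ellipticine 6 µM.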
RAD54 branch: blocks human RAD54 Holliday junction branch migration | hit rate 0.14% among 360,000 | inhibition, % at 10.4 µM | AID 602329 | FAM/BHQ fluorescence | Q92698;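 active means mean normalized replicate activity at least 40 and at least half of replicates scoring 40 or more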;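 further: 0% = median of neutral control wells and 100% = median of positive control wells; inhibitors cause a drop in the FAM fluorescence signal; in these data hits start at about 50%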
Numbers without * were called inactive; · = no result given.

no.	canonical_smiles	RAD52 inh	E-sel inducer	esBAF inh	FN deposition inh
1	CCOC(=O)C1CCN(c2cc3c(cc2NC(=O)c2ccccc2Br)n(C)c(=O)n3C)CC1	-12	·	-4	-3
2	Cc1cc(C(=O)OCC(=O)Nc2ccccc2Br)c(C)o1	-6	0.0	7	1
3	COc1ccc(OC)c(NC(=O)CCNS(=O)(=O)c2cc(Br)cnc2N)c1	0	·	-8	-2
4	COc1ccc(NC(=O)N[C@H]2CC[C@@H](CCNC(=O)c3ccccc3F)O[C@H]2CO)cc1	-1	-0.2	8	-3
5	CCCN(C)C[C@H]1Oc2cc(-c3ccccc3C)ccc2S(=O)(=O)N([C@@H](C)CO)C[C@H]1C	·	-0.2	-8	6
6	Cc1ccc2oc(=O)c3cnn(CC(=O)N(CCCN4CCOCC4)Cc4ccco4)c3c2c1	-21	-0.3	2	1
7	NS(=O)(=O)c1ccc(CCNC(=O)C2CCN(C(=O)Nc3ccccc3)CC2)cc1	-4	-0.1	3	3
8	Cc1noc(C)c1NC(=O)Nc1ccc2c(c1)C(=O)N([C@H](C)CO)C[C@H](C)[C@@H](CN(C)C(=O)Nc1ccc(C(F)(F)F)cc1)OCCCC[C@H](C)O2	-8	-0.3	11	0
9	COC(=O)c1ccc(N2CCCCC2)c(N)c1	-13	·	58*	-2
10	COc1ccc(CN2C[C@@H](C)[C@H](OC)CN(C)C(=O)c3cc(NC(=O)C4CC4)ccc3OC[C@H]2C)cc1	3	-0.3	2	0
11	Cc1ccccc1-c1cc2nc(NCc3ccccc3)n(C)c(=O)c2s1	-9	0.8	-3	4
12	CCCNC(=O)N1CC2(C1)[C@H](c1ccccc1)[C@@H](CO)N2C(=O)C1CCC1	-13	-0.1	·	4

no.	EWS-Fli block	S100A4 MyoIIA	Xi reactivation	RAD54 branch
1	·	1	-0.1	2
2	3	57	0.0	-13
3	·	-3	0.0	3
4	2	4	-0.1	-7
5	-2	·	-1.2	·
6	-2	-1	0.0	-8
7	-12	1	0.3	-5
8	8	39	0.5	-13
9	-2	-5	0.2	-7
10	1	4	-0.5	-8
11	5	-7	0.1	0
12	1	-6	0.3	·

Carrying on:
no.	canonical_smiles	RAD52 inh	E-sel inducer	esBAF inh	FN deposition inh
13	COc1cccc(C2=NOC(C(=O)Nc3ccc4c(c3)OCO4)C2)c1OC (configuration not stated)	-15	0.4	·	-11
14	Nc1c(Cl)ncnc1N/N=C/c1ccncc1	5	0.1	·	4
15	Cc1ccccc1C(=O)NC(C(=O)Nc1nc2c(s1)CCCC2)C(C)C (configuration not stated)	-14	-1.7	·	-1
16	Cc1ccc(NS(=O)(=O)c2cccc(C(=O)N3CCCCCC3)c2)cc1	-13	0.9	·	8
17	C[C@@H]1CN([C@@H](C)CO)C(=O)c2cccc(NC(=O)C3CCOCC3)c2O[C@H]1CN(C)C(=O)NC1CCCCC1	-1	0.0	-4	-1
18	O=C(Nc1cccc(Cl)c1)Nc1nnc([C@H]2C[C@H](O)[C@@H](CO)O2)s1	-6	-0.2	9	-4
19	CN(C)C(=O)c1cc2c(c(-c3cccc(C4=CCCCC4)c3)n1)[C@@H](CCO)N(S(=O)C(C)(C)C)C2 (some centres not stated)	-50	0.0	-4	-7
20	Cc1ccc(NC(=O)C2C3C=CC4(O3)C2C(=O)N(CCN2CCOCC2)C4C(=O)NC2CCCCC2)cc1C (configuration not stated)	-5	0.3	5	-1
21	C[C@H](CO)N1C[C@H](C)[C@H](CN(C)S(=O)(=O)c2cccs2)Oc2c(NS(=O)(=O)c3ccc(F)cc3)cccc2C1=O	-3	0.1	-2	-3
22	CC1(C(=O)NS(=O)(=O)c2cccs2)CCN1C(=O)C1(c2ccccc2)CCCC1 (configuration not stated)	-13	-0.1	-4	-11
23	CC=Cc1ccc2n(c1=O)C[C@H]1[C@H](CO)[C@@H](C(=O)NCc3ccc(F)cc3)N(CC)[C@@H]21 (mixture of isomers)	-25	0.1	1	·
24	CN(c1ccccc1)S(=O)(=O)c1cccc(C(=O)NCc2ccccc2)c1	-9	·	1	-9

no.	EWS-Fli block	S100A4 MyoIIA	Xi reactivation	RAD54 branch
13	-13	7	0.0	·
14	-13	3	-0.1	12
15	-53	-6	0.0	·
16	3	-6	0.1	·
17	4	1	-0.9	-6
18	-83	-3	0.0	-5
19	-4	-29	0.1	-7
20	-6	0	0.3	4
21	-1	-3	-1.1	-4
22	0	44	0.1	12
23	-11	-8	0.2	-10
24	2	0	0.2	-2

Next results follow.
no.	canonical_smiles	RAD52 inh	E-sel inducer	esBAF inh	FN deposition inh
25	C[C@@H]1CN([C@H](C)CO)C(=O)c2cc(NC(=O)Cc3ccccc3)ccc2O[C@H]1CN(C)S(=O)(=O)c1cn(C)cn1	2	0.0	-4	-5
26	COc1cc(OC)cc(C(=O)NNC(=O)CCc2nc3ccccc3c(=O)[nH]2)c1	-21	-0.7	-3	3
27	Cc1cc(O)cc(=O)n1-c1cc(F)c(F)c(F)c1	-29	1.1	·	6
28	CC(=O)C1=CCC(c2ccccc2)N(S(=O)(=O)c2ccc(C)cc2)C1 (configuration not stated)	-2	-0.1	1	0
29	C[C@H](CO)N1C[C@H](C)[C@H](CN(C)Cc2ccncc2)Oc2ncc(C#Cc3ccccc3)cc2C1=O	-2	0.0	-1	-8
30	COc1cc(C(=O)Nc2ccc(NC(=O)c3ccccc3Cl)nc2)cc(OC)c1OC	-11	1.7	-8	11
31	CN(C)S(=O)(=O)c1ccc(C(=O)/C=C/c2cccnc2)cc1	-1	·	2	-20
32	COc1ccc2ccccc2c1/C=N/NC(=S)NCCN1CCOCC1	-9	-0.5	·	1
33	Cc1ccc(C(=O)N2CCN(c3ccc(NC(=O)c4cccnc4Cl)cc3)CC2)cc1	-9	-0.1	3	2
34	CC(C)CCN1CCC(CN2CCNC(=O)C2=O)CC1	-14	·	-7	-8
35	CCOc1ccc2cc(C(=O)c3ccccc3)c(=O)oc2c1	-21	·	·	-4
36	Cc1ccc(-c2cc(=O)[nH]c(NCc3ccccc3)n2)cc1	0	·	-3	-1

no.	EWS-Fli block	S100A4 MyoIIA	Xi reactivation	RAD54 branch
25	-8	13	-0.1	-3
26	-2	-4	0.0	4
27	-9	-3	0.4	·
28	6	-5	0.1	-5
29	3	20	-0.2	-3
30	-11	7	0.0	-10
31	8	-2	0.3	7
32	7	-2	0.0	·
33	4	-5	-0.1	4
34	-6	-8	-0.2	-9
35	-17	3	0.0	-7
36	-3	-1	0.4	5

Later entries:
no.	canonical_smiles	RAD52 inh	E-sel inducer	esBAF inh	FN deposition inh
37	CO[C@H]1CN(C)C(=O)c2cc(NS(C)(=O)=O)ccc2OC[C@H](C)N(CC2CC2)C[C@H]1C	-1	-0.1	1	6
38	CCCCC(c1nc2ccccc2[nH]1)N(C(=O)c1ccccc1)c1ccccc1[N+](=O)[O-] (configuration not stated)	-3	0.7	10	-8
39	O=C(CN1CCN(C(=O)C2CCCO2)CC1)Nc1ccc(Br)cc1 (configuration not stated)	-16	·	3	-1
40	O/C(=C\c1ccc2ccccc2n1)c1ccc(O)cc1O	-113	·	-30	·
41	O=c1c(-c2nn[nH]n2)coc2ccc(Cl)cc12	-16	-3.7	-7	-6
42	C[C@@H]1CN([C@H](C)CO)C(=O)c2cc(NS(C)(=O)=O)ccc2O[C@@H]1CN(C)C(=O)Nc1ccc(F)cc1	20	·	3	·
43	CCn1c(SCC(=O)Nc2c(C#N)cnn2-c2ccccc2)nnc1-c1cccs1	-11	0.6	·	-1
44	Cc1cccc(N2CCN(C(=O)CCS(=O)(=O)c3ccc(Br)cc3)CC2C)c1 (configuration not stated)	-9	-0.1	0	-4
45	Clc1cc2nc(-c3cccnc3Cl)[nH]c2cc1Cl	-14	0.3	20	2
46	C[C@H]1CN([C@@H](C)CO)C(=O)c2cc(-c3ccc(F)cc3)cnc2O[C@@H]1CN(C)C(=O)c1cccnc1	21	0.3	1	·
47	CNC(=O)NC(=O)COc1c(F)c(F)cc(F)c1F	-7	8.1	·	-5
48	CCC(=O)Nc1ccc2c(c1)OC[C@@H](C)N(CCc1ccccc1)C[C@H](C)[C@@H](OC)CN(C)C2=O	9	-0.2	4	-16

no.	EWS-Fli block	S100A4 MyoIIA	Xi reactivation	RAD54 branch
37	-2	-4	0.0	9
38	-6	-1	0.1	-13
39	-3	-3	0.3	-1
40	7	-2	0.1	-13
41	5	-3	0.2	·
42	-8	8	-1.5	8
43	12	-5	0.0	-4
44	0	3	0.0	0
45	-81	1	0.0	-3
46	6	-7	1.1	-3
47	3	0	0.1	·
48	-125	1	0.0	6

Whole records from above.
Entry for `COc1ccc(OC)c(NC(=O)CCNS(=O)(=O)c2cc(Br)cnc2N)c1` → RAD52 inh = 0; E-sel inducer = ·; esBAF inh = -8; FN deposition inh = -2; EWS-Fli block = ·; S100A4 MyoIIA = -3; Xi reactivation = 0.0; RAD54 branch = 3
Entry for `Cc1ccccc1C(=O)NC(C(=O)Nc1nc2c(s1)CCCC2)C(C)C` (configuration not stated) → RAD52 inh = -14; E-sel inducer = -1.7; esBAF inh = ·; FN deposition inh = -1; EWS-Fli block = -53; S100A4 MyoIIA = -6; Xi reactivation = 0.0; RAD54 branch = ·
Entry for `CN(C)C(=O)c1cc2c(c(-c3cccc(C4=CCCCC4)c3)n1)[C@@H](CCO)N(S(=O)C(C)(C)C)C2` (some centres not stated) → RAD52 inh = -50; E-sel inducer = 0.0; esBAF inh = -4; FN deposition inh = -7; EWS-Fli block = -4; S100A4 MyoIIA = -29; Xi reactivation = 0.1; RAD54 branch = -7

(further entries)
no.	canonical_smiles	RAD52 inh	E-sel inducer	esBAF inh	FN deposition inh
49	N#CC1(NC(=O)CN2CCN(S(=O)(=O)c3ccccc3F)CC2)CCCC1	-10	·	-1	-5
50	C[C@H](CO)N1C[C@H](C)[C@H](CN(C)C(=O)NC2CCCCC2)Oc2c(NC(=O)Nc3ccccc3)cccc2C1=O	20	0.2	2	·
51	CCOC(=O)CNC(=O)N1C[C@H]2CON(C)[C@H]2C[C@H]1c1ccccc1Br	-18	·	-5	-1
52	CC1CCCCC1NC(=O)COC(=O)COc1ccccc1F (configuration not stated)	-30	-0.8	-10	·
53	Cc1ccc(C2(C)NC(=O)N(CC(=O)c3ccc4c(c3)OCCO4)C2=O)cc1 (configuration not stated)	-15	-0.4	6	·
54	CN1C[C@H]2[C@@H](c3ccccc31)[C@@H](CO)N2C(=O)C1CCCCC1	0	-0.3	3	·
55	CN(C)C(CNC(=O)c1cccc(S(=O)(=O)NCc2ccccc2)c1)c1ccco1 (configuration not stated)	7	-0.3	-4	2
56	Cc1ccccc1S(=O)(=O)N[C@H]1CC[C@H](CCn2cc(-c3ccc(F)cc3)nn2)O[C@H]1CO	30	-0.2	10	-16
57	NC(=S)NN=C1CCCCCCCC1	9	-0.1	·	3

no.	EWS-Fli block	S100A4 MyoIIA	Xi reactivation	RAD54 branch
49	3	-4	-0.1	-5
50	0	-4	-0.3	-13
51	2	-13	0.0	3
52	-5	-4	0.3	1
53	5	-3	-0.6	-5
54	-8	-18	0.2	6
55	1	6	-0.1	-26
56	3	7	0.1	-14
57	15	-12	0.8	·
